# LYP inhibition = PTPN22 lymphoid phosphatase activity blockers – biochemical, fluorescence intensity, uHTS (AID 1779); hit rate 0.054% among 290,000; inhibition, % at 11.5 µM, or IC50 in µM where a hit was titrated; recombinant LYP phosphatase, fluorescence intensity; higher % means a stronger effect;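 further: plate controls were vehicle with enzyme for no effect and no enzyme for full effect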
# NOD2 inhibition = inhibition of NOD2-driven NF-kB reporter – cell-based, luminescence, uHTS, HEK293 (AID 1566); HEK293 NOD2/NF-kB luciferase reporter, luminescence; higher % means a stronger effect; one-dose inhibition, % at 4 µM; EC50 in µM for titrated hits; hit rate 0.63% among 290,000; further: many of its hits are not listed in these tables
# XIAP displacement = small molecules displacing peptide from XIAP – biochemical, IAP family, fluorescence polarization (AID 1018) | XIAP BIR domain, fluorescence polarization peptide displacement; higher % means a stronger effect | one-dose displacement, % at 20 µM; IC50 in µM for titrated hits | hit rate 0.007% among 200,000; in the data active means displacement above about 50%; further: a part of the inactive calls stands beside numbers as strong as those of hits
# Myeloid diff MLP = compounds promoting myeloid differentiation | ER-HoxA9 myeloid progenitors, lysozyme-GFP differentiation, flow cytometry | hit rate 1% among 360,000 | calls only at 10 µM | AID 624256;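 active means normalized GFP-positive differentiation at or above the plate's own cutoff, the solvent-only control mean plus 3 SD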;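 further: cells exposed to compound for four days before flow analysis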
# AID2073 = inhibitors of Mint1-CaV2.2 protein interaction, biochemical, HTRF (AID 2073). HTRF protein-protein interaction, Mint1-CaV2.2; higher % means a stronger effect. inhibition, % at 20 µM, or IC50 in µM where a hit was titrated. hit rate 0.19% among 290,000; in the data active means inhibition mostly above about 51%, no sharp cut-off; further: some results filed as inactive read as strong as hits
# HIV peptide binding = cell-free HIV fusion peptide-binding blockers – biochemical, uHTS, fluorescence dequenching, primary screen (AID 1986) | cell-free peptide binding, fluorescence dequenching, 30 min; higher % means a stronger effect | hit rate 0.3% among 290,000 | inhibition, % at 20 µM; hits with a dose series show IC50 in µM; in the data active means inhibition mostly above about 52%, no sharp cut-off; inactive means mostly below about 76%; further: some results filed as inactive read as strong as hits
# SIAH1 antagonists = Siah-1 peptide-binding antagonists, primary screen, biochemical, fluorescence polarization, rhodamine-plectin, uHTS (AID 1817). Siah-1 / rhodamine-plectin peptide fluorescence polarization; higher % means a stronger effect. displacement, % at 20 µM, or IC50 in µM where a hit was titrated. hit rate 0.02% among 290,000;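 active means displacement of at least 50% at 20 µM, with a fluorescence ratio check between 0.3 and a set limit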;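 further: plate controls were Siah plus tracer with DMSO for no effect and tracer alone without Siah for full effect; strong numbers were not always called active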
# Lipid droplet = modulators of hepatic lipid droplet formation; AML12 mouse hepatocytes, oleate lipid droplets, BODIPY imaging; inhibition, % at 6.5 µM; hit rate 0.4% among 240,000; AID 1656;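 active means lipid droplet intensity inhibited by at least 50%, with more than 500 cells counted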
#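 Material: mouse AML12 hepatocyte cell line, fixed after treatment; Timing: compound with oleate, overnight; Technique: high-content imaging of BODIPY-stained droplets and DAPI nuclei; Probe or stimulus: oleate, 100 µM final; Dosing: compound at 6.5 µM only.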
# Dengue-2 NS5 capping = Dengue-2 NS5 methyltransferase inhibitors, primary screen, biochemical, confirmation dose response (AID 588689). inhibition, % at 25 µM, or IC50 in µM where a hit was titrated. hit rate 0.3% among 340,000. Dengue-2 NS5 methyltransferase capping enzyme assay, biochemical; higher % means a stronger effect; in the data active means a potency from the dose series
# Lipid droplet cells 6.5 µM = also measured in Lipid droplet; calls as there; cell count; measured here: cell count, cytotoxicity flag;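 cells counted across two imaged fields per well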
# Dengue-2 NS5 capping pilot replicate = also measured in Dengue-2 NS5 capping; calls as there; inhibition, %; measured here: pilot screen replicate inhibition
# Myeloid diff MLP GFP+ MAC1+ % = recorded beside Myeloid diff MLP, whose call it bears; GFP+ MAC1+ double positive, %; measured here: differentiation confirmed by MAC1 staining
# An asterisk follows results filed as active; i = inactive; . = not tested or not shown; + = active, no number. Unless noted, no stated cut-off is given here; in the data, active means inhibition above about 50%; inactive means the rest.
SMILES,LYP inhibition,NOD2 inhibition,XIAP displacement,Myeloid diff MLP,Myeloid diff MLP GFP+ MAC1+ %,AID2073,HIV peptide binding,SIAH1 antagonists,Lipid droplet,Lipid droplet cells 6.5 µM,Dengue-2 NS5 capping,others
O=C(CSCc1c(Cl)cccc1Cl)NCc1cccnc1,-8%,19%,-6.0%,i,7.4,1%,-2.6%,3%,.,.,-3%,
CCc1ccccc1N(C(=O)c1snc(C(N)=O)c1N)C(C(=O)NCC1CCCO1)c1ccc(N(C)C)cc1 (centres undefined),-7%,-9%,.,i,0.6,8%,0.1%,2%,2,763,-4%,
CCCOc1cccc(CN2CCCCC2c2cccnc2)c1 (centres undefined),-7%,7%,-6.1%,i,1.7,-7%,6.4%,8%,.,.,1%,
CCOC(=O)N1CCN(CC(O)c2ccccc2)CC1 (centres undefined),-5%,12%,-4.2%,i,0.2,-4%,-0.4%,4%,-6,687,-3%,
O=[N+]([O-])c1ccc(NC(=S)NCCc2ccccc2)cc1,-3%,5%,-6.0%,i,0.0,-21%,1.9%,-1%,10,672,.,
CCOC(=O)n1c(=O)n(Cc2cccc(F)c2)c2ccccc21,-5%,5%,-4.0%,i,0.2,24%,0.7%,-5%,-1,670,-1%,
N#CC1=C(N)C2=CCCC[C@H]2[C@H](c2cccc(F)c2)C1(C#N)C#N,-9%,8%,-2.6%,i,0.8,-1%,0.5%,14%,6,586,-4%,
Cc1ccccc1N(CC(=O)NCCSC1CCCCC1)S(=O)(=O)c1ccccc1,4%,10%,0.5%,i,2.1,-3%,0.8%,4%,.,.,-4%,
CC(=O)NCc1nc2ccccc2n1Cc1ccccc1C,-4%,5%,-4.8%,i,1.6,2%,3.1%,-2%,-8,588,-4%,
CC(C)(C)C(=O)NCC12C=CC(O1)C1C(=O)N(c3ccccc3)C(=O)C12 (centres undefined),-4%,10%,-4.7%,i,8.6,21%,0.9%,0%,4,740,-5%,
CCCn1nnnc1SCC(=O)NNC(=O)c1ccco1,-4%,2%,-3.8%,i,0.2,7%,-0.9%,-1%,7,762,-12%,
O=C(Nc1cccc(NC(=O)c2cccs2)c1)c1ccc(Br)cc1,-4%,15%,.,i,0.0,4%,5.3%,7%,-2,811,-2%,
Cc1c2cnn(-c3ccccc3)c(=O)c2c(C)n1CCCC(=O)NCCN1CCN(C)CC1,-8%,12%,.,i,0.6,1%,-3.0%,-4%,8,682,-6%,
O=C(COC(=O)c1ccncc1)NCc1ccccc1,-2%,0%,-1.3%,i,0.5,8%,1.1%,-3%,.,.,-9%,
COc1ccccc1C(=O)NCCC(=O)N1CC(=O)Nc2ccccc21,-10%,12%,-7.3%,+,4.2*,-3%,2.0%,-1%,.,.,-8%,
COc1ccccc1C(=O)OCC(=O)Nc1ccccc1OC(F)F,-7%,7%,.,i,0.2,0%,-0.3%,0%,-7,674,-8%,
CCc1cc(-c2n[nH]c(C)c2-c2nc3ccccc3s2)c(O)cc1OCC(=O)NN,0%,-95%,2.5%,i,1.2,16%,-1.0%,-7%,-4,686,1%,
Nc1cccc(C(=O)O)c1,-4%,13%,-7.7%,i,2.8,-1%,0.2%,5%,-7,716,-1%,
O=C(CNCc1ccco1)Nc1ccccc1-n1cccc1,2%,-8%,-6.1%,i,6.3,-5%,3.7%,4%,11,740,-2%,
Cc1noc(/C=C/N(C)C)c1S(=O)(=O)N1CCCC(C(=O)NCc2ccc(Cl)cc2)C1 (centres undefined),2%,5%,-2.4%,i,5.3,0%,-4.0%,-5%,.,.,-19%,
Cc1c(Cl)cccc1N1C(=O)C2ON(c3ccccc3)C(c3cccnc3)C2C1=O (centres undefined),-5%,3%,-2.8%,i,0.7,-4%,10%,1%,.,.,-5%,
CCOc1ccc(NC(=O)CN(C)CC(=O)NC(C)c2ccccc2)cc1OCC (centres undefined),-5%,0%,-8.4%,i,0.5,0%,-0.8%,0%,-2,684,0%,
O=c1[nH]ncn1-c1ccccc1,-7%,8%,-3.6%,i,0.7,-1%,-0.7%,-3%,-5,663,2%,
O=C(NC1CC2CCC(C1)N2C(=O)NCc1ccccc1)C1CC1 (centres undefined),-11%,4%,-0.4%,i,1.1,3%,-2.2%,4%,3,693,4%,
CC(=O)c1ccc(N2CCN(S(=O)(=O)c3cn(C)c(C)n3)CC2)cc1,-7%,1%,.,i,0.6,13%,0.9%,-4%,10,811,1%,
CCc1ccc(N(CC(=O)Nc2nc3ccc(C)cc3s2)S(=O)(=O)c2c(C)noc2C)cc1,9%,19%,-4.2%,i,3.1,7%,3.1%,0%,.,.,1%,
CS(=O)(=O)N(CC(=O)N1CCCC1)c1cccc(F)c1,-3%,9%,.,i,0.2,13%,-1.1%,-1%,-14,799,-4%,Dengue-2 NS5 capping pilot replicate=9.0
O=c1c2cnn(-c3ccccc3)c2nnn1/N=C/c1cccnc1,-5%,12%,-4.2%,i,0.2,5%,-1.3%,1%,.,.,3%,
COc1ccc(NC(=S)NC(=O)/C=C/c2ccco2)c(OC)c1,-4%,10%,.,i,1.3,27%,0.1%,4%,-9,765,4%,Dengue-2 NS5 capping pilot replicate=-2.1
CCONc1ncnc2nonc12,2%,8%,0.0%,i,0.5,-10%,1.0%,1%,1,764,-1%,

# Sorted by number of heavy atoms (largest number first): some entries from above
SMILES,LYP inhibition,NOD2 inhibition,XIAP displacement,Myeloid diff MLP,Myeloid diff MLP GFP+ MAC1+ %,AID2073,HIV peptide binding,SIAH1 antagonists,Lipid droplet,Lipid droplet cells 6.5 µM,Dengue-2 NS5 capping,others
Cc1c(Cl)cccc1N1C(=O)C2ON(c3ccccc3)C(c3cccnc3)C2C1=O (centres undefined),-5%,3%,-2.8%,i,0.7,-4%,10%,1%,.,.,-5%,
COc1ccccc1C(=O)OCC(=O)Nc1ccccc1OC(F)F,-7%,7%,.,i,0.2,0%,-0.3%,0%,-7,674,-8%,
O=C(NC1CC2CCC(C1)N2C(=O)NCc1ccccc1)C1CC1 (centres undefined),-11%,4%,-0.4%,i,1.1,3%,-2.2%,4%,3,693,4%,
CS(=O)(=O)N(CC(=O)N1CCCC1)c1cccc(F)c1,-3%,9%,.,i,0.2,13%,-1.1%,-1%,-14,799,-4%,Dengue-2 NS5 capping pilot replicate=9.0

# Other structures
SMILES,LYP inhibition,NOD2 inhibition,XIAP displacement,Myeloid diff MLP,Myeloid diff MLP GFP+ MAC1+ %,AID2073,HIV peptide binding,SIAH1 antagonists,Lipid droplet,Lipid droplet cells 6.5 µM,Dengue-2 NS5 capping,others
CCCC(=O)Nc1ccc(NC(=O)c2cc3ccccc3o2)c(OC)c1,-5%,-23%,.,i,0.7,31%,-0.7%,-6%,0,831,2%,
Cc1cc(C)c(S(=O)(=O)NCC(c2cccnc2)N2CCN(Cc3ccccc3)CC2)c(C)c1 (centres undefined),-9%,-2%,.,i,3.7,-3%,-0.3%,0%,-14,709,-2%,
O=C(COC(=O)c1cncc(Br)c1)NC1CCCCC1,-8%,-2%,-7.1%,i,0.6,7%,2.5%,-3%,-5,744,10%,
CS(=O)(=O)c1ccc2nc(NC(=O)CN3C(=O)C4CC=CCC4C3=O)sc2c1 (centres undefined),-9%,-1%,1.1%,i,0.4,7%,0.8%,1%,0,683,-5%,
Cc1cccc(OCC(O)CN2C(C)(C)CC(O)CC2(C)C)c1 (centres undefined),0%,-4%,-8.7%,i,0.5,-2%,-0.3%,0%,-1,675,-5%,
CCN(CC)c1nc2nonc2nc1N(CC)CC,2%,-4%,1.5%,i,0.7,-4%,-1.1%,1%,4,758,-7%,
CCCNC(=O)CN1C(=O)NC(c2ccccc2)(c2ccccc2)C1=O,-6%,-22%,.,i,1.1,0%,-0.5%,-1%,-18,746,-5%,
O=C(CCCN1C(=O)c2ccccc2C1=O)NCCc1ccc(OC(F)F)cc1,-9%,21%,.,i,1.2,-1%,0.1%,10%,-17,776,-6%,
Cc1cccc(C)c1NC(=O)c1cnn(-c2ccccc2)c1C,-6%,-9%,.,i,0.5,6%,0.0%,-4%,2,811,.,
CCCNC(=S)NC1CC2CCC(C1)N2Cc1ccccc1 (centres undefined),-8%,1%,-0.6%,i,0.9,-10%,-0.3%,4%,.,.,-6%,
O=C(CCc1nnc(Cc2cccc(C(F)(F)F)c2)o1)NC1CC1,-8%,-11%,-0.6%,i,0.1,2%,0.8%,3%,-2,759,-12%,
C=CCc1ccc(OCCOCCN(C)C)c(OC)c1,3%,0%,-3.9%,i,0.5,-7%,1.5%,5%,7,761,-3%,
O=C1c2oc3ccccc3c(=O)c2C(c2cccc(O)c2)N1c1ccccn1 (centres undefined),4%,5%,-3.1%,i,2.7,9%,3.1%,0%,.,.,-1%,
O=C(O)CCCC(=O)Nc1cccc([N+](=O)[O-])c1,-4%,3%,-9.1%,i,0.1,13%,-0.4%,-2%,-2,654,-10%,
CN=C(Nc1ccc(C(=O)OC)s1)c1ccccc1,-2%,18%,-2.6%,i,0.3,13%,0.9%,8%,-2,730,-2%,
O=C(CCc1nc2ccccc2s1)OCC(=O)c1ccc[nH]1,-4%,-21%,-0.5%,i,0.2,9%,0.6%,2%,1,666,-11%,
Cc1cccc(COCC(Cc2ccccc2)N2CCN(C(=O)c3ccc(Cl)c(Cl)c3)CCC2=O)c1 (centres undefined),2%,4%,-6.5%,i,2.5,5%,-0.1%,4%,-6,747,-2%,
Cc1cccc(NC(=O)c2ccc(N3CCOCC3)c([N+](=O)[O-])c2)n1,-4%,-63%,-3.3%,i,0.9,-16%,0.5%,1%,13,687,1%,
Cc1ccc(CNC(=O)C(Cc2ccccc2)n2cccc2)cc1 (centres undefined),-2%,-3%,.,i,0.4,-10%,-2.2%,-3%,-5,686,-12%,
O=C(CSc1nnnn1-c1ccccc1)NC1CCCc2ccccc21 (centres undefined),-4%,9%,-8.7%,i,0.5,-1%,1.1%,3%,-4,607,1%,
COc1ccc(C)cc1S(=O)(=O)N(C)CC(=O)Nc1ccc2c(c1)OCCO2,0%,-1%,1.9%,i,3.1,3%,-2.4%,3%,5,629,-4%,
CC(OC(=O)CNC(=O)c1ccccc1F)C(=O)Nc1nc(-c2ccccc2)cs1 (centres undefined),-5%,-62%,-2.5%,i,1.1,-2%,-4.0%,-5%,-11,708,-10%,
COc1cc(C(=O)NN(CCC#N)C2=NS(=O)(=O)c3ccccc32)cc(OC)c1OC,1%,-15%,.,i,0.4,14%,-2.0%,-5%,-1,826,.,
COc1ccc(-c2nn(C)c(=O)c3ccccc23)cc1NC(=O)COc1ccc(C)cc1,1%,54%*,-5.3%,i,1.2,5%,-1.6%,8%,.,.,-12%,
CCOC(=O)c1cc(-c2ccc(/C=C3/C(=O)N(c4ccc(C(=O)O)cc4)N=C3C)o2)ccc1Cl,14%,-7%,.,+,6.4*,27%,61%,1%,-14,768,21µM*,
COc1ccc(CC2(CO)CCN(C/C=C/c3ccccc3OC)CC2)cc1,-8%,7%,-1.9%,i,1.6,3%,-1.3%,3%,23,646,-2%,

# From PubChem

# Not all compounds are listed. The share of hits here may be higher or lower than overall.
